Source: PubChem BioAssay (several laboratories)
Peg3 prom inh – inhibitors of Peg3 promoter | HeLa PEG-Prom luciferase reporter, luminescence, overnight | inhibition, % at 20 µM | 360,000 tested, 1.7% active;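 active = inhibition of at least 50% at 20 µM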
CaV13 ICDI inh – Primary screen for inhibitors of IQ motif and Ca2+-dependent inactivation inhibitor domain binding in CACNA1D, Förster resonance energy transfer in living cells, …. HEK cells, CFP/YFP FRET ICDI-IQ, plate reader, 10 min; percent FRET-ratio fall versus neutral wells. inhibition, % at 12.3 µM. 340,000 tested, 0.098% active;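 active = mean replicate inhibition of at least 30% and at least 1% of replicates passing that level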;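 note: 0% = median of the neutral control wells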
Shn3 inh set2 – Schnurri-3 reporter inhibition in Clone20 osteoblasts; Clone20 osteoblast Shn3 3'UTR firefly luciferase, 24 h; inhibition, % at 12.5 µM; 360,000 tested, 0.52% active;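 active = mean inhibition of at least 75% with every replicate also reaching 75%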;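 note: 0% = median of neutral control wells and 100% = pilot-screen positive control compound; some compounds past the cut are filed as inactive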
TRPM1 prom inh – reduces MITF-dependent TRPM1 promoter luciferase signal; 330,000 tested, 0.83% active; SK-MEL-5 TRPM1 promoter luciferase, 24 h; inhibition, % at 12.5 µM;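 active = mean inhibition across replicates of 60% or more, whatever share of single replicates reaches that level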; note: values of inactives mirror those of a sister screen read the other way
NR2E3 ag-1 – human photoreceptor-specific nuclear receptor agonism; Q9Y5X4; CHO-S Gal4-NCOR/VP16-NR2E3 two-hybrid, luciferase; inhibition of corepressor binding, % at 3.98 µM; 360,000 tested, 0.35% active; AID 602229;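 active = inhibition above the mean of all tested compounds plus 3 SD, cut at about 70% in these data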;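 note: 0% = DMSO with NR2E3 transfected cells and 100% = cells lacking NR2E3 construct; higher means lower luciferase signal from less NR2E3 corepressor binding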
Cardio protect – protects H9c2 cardiomyocytes from peroxide injury; H2O2 injury protection, ATPLite, 2 h; protection from H2O2 cell death, % at 20 µM; 360,000 tested, 0.63% active;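 active = compounds giving at least 50% protection of heart cells from peroxide-induced death in the single-dose screen, raw or plate-pattern-corrected value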;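 note: 0% = DMSO wells with peroxide and 100% = DMSO wells without peroxide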
PDI inh – PDI (human) enzyme inhibition | inhibition, % at 10 µM | 350,000 tested, 0.052% active | P07237 | PDI insulin aggregation turbidity, A650, 90 min;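 active = mean inhibition across replicates of 30% or more, whatever share of single replicates reach that level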;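 note: absorbance from insulin aggregation driven by PDI reduction with DTT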
Target sequence (P07237 whole entry, looked up): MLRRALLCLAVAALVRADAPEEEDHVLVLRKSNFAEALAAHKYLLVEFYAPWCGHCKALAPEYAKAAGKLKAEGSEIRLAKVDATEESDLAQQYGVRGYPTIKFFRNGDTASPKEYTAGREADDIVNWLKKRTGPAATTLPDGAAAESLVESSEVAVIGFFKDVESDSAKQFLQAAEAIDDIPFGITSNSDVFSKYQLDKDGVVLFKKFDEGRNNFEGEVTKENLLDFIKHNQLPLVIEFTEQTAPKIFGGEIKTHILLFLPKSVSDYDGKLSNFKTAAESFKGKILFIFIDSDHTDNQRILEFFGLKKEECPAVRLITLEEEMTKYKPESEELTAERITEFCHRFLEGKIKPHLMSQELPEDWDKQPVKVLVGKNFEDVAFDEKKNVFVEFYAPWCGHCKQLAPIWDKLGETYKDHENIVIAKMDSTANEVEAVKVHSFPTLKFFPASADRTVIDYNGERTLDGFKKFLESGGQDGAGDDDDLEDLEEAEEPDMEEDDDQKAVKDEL
hiPSC survival – enhancers of human iPSC single-cell survival. survival enhancement, % at 20 µM. hiPSC single-cell survival, ATPlite luminescence; 100% = ROCK inhibitor wells, 0% = DMSO. AID 602274. 360,000 tested, 0.044% active; in the data active = survival enhancement above about 18%;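 note: cells exposed to compounds for 16 hours before the ATP read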
NR2E3 ag-2 – NR2E3 (human) agonism. Q9Y5X4. AID 2300. 320,000 tested, 0.12% active. inhibition of corepressor binding, % at 4.78 µM. GST-NR2E3/biotin-RetCOR TR-FRET, 1536-well;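 active = percent inhibition above the cutoff of mean plus 3 SD of all tested compounds, set per screening campaign, cut at about 20% in these data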;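 note: 0% = DMSO wells and 100% = biotin wells as full block of FRET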
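Material: NR2E3–RetCOR corepressor complex / Incubation: Compound–protein incubation for 5 h at 4 °C / Dosing: compound at 4.8 µM, single dose / Detection: time-resolved FRET / Benchmarks: high control biotin, low control 0.6% DMSO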
m5-HT2A agonist – activates the mouse 5-HT2A serotonin receptor | activation, % at 7.6 µM | AID 624169 | 360,000 tested, 0.66% active | P35363 | CHO-K1 mHTR2A beta-arrestin complementation, luminescence; percent of 30 µM serotonin response;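 active = activation above a run cutoff, the mean activation of all tested compounds plus 3 SD, cut at about 14% in these data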;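 note: 0% = plate median of compound wells and 100% = 30 µM serotonin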
Target sequence (P35363 whole entry, looked up): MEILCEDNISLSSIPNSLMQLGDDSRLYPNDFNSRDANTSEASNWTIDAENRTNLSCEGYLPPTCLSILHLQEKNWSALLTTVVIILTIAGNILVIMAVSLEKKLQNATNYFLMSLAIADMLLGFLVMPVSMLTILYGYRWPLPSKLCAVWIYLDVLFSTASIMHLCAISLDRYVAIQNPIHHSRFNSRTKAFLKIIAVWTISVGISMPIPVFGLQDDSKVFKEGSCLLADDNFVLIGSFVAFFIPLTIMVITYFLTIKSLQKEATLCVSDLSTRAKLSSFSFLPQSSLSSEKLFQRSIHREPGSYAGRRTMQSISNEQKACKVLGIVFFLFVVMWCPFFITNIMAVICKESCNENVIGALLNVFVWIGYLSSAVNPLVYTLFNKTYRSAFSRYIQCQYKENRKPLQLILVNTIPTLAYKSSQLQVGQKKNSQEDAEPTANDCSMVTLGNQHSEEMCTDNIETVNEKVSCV
HIF-2a block – HIF-2a inhibition. 360,000 tested, 0.72% active. 786-0 RCC cells HIF-2a reporter, luciferase luminescence, overnight. inhibition, % at 18.8 µM;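 active = inhibition of the luminescence signal of 40% or more relative to plate controls, in a single-dose primary screen at 18.75 µM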
An asterisk follows results filed as active; nt = no result given.

Structure	Shn3 inh set2	m5-HT2A agonist	CaV13 ICDI inh	NR2E3 ag-1	PDI inh	NR2E3 ag-2	Peg3 prom inh	hiPSC survival	HIF-2a block	Cardio protect	TRPM1 prom inh
CC1(C(=O)Nc2cccc3c2CCCC3)CCN1C(=O)CCC1CCCC1 (stereo unspecified)	13	-3	-6	-26	1	nt	5	-3.2	9	-4	nt
COc1ccc2cc(C(c3nnnn3CCc3ccccc3)N3CCC(O)CC3)c(=O)[nH]c2c1 (stereo unspecified)	18	0	-4	-9	6	1	6	-0.9	13	11	-3
Cc1cccc(-n2nnc(C(=O)NCc3ccco3)c2N)c1	-6	-1	-5	-19	0	0	-9	-1.6	-61	2	-27
COc1ccc(CC(=O)Nc2nc(C(C)(C)C)cs2)cc1	39	-3	-7	4	1	1	-28	0.0	-40	-8	17
Cc1c(C(=O)/C=C/N(C)C)nnn1-c1ccc(F)c(Cl)c1	-31	4	-4	-32	-4	2	-81	-0.9	-95	2	nt
CC(C)C[C@H](NC(=O)CCn1nnc2ccccc2c1=O)C(=O)O	25	-5	-16	8	-2	-1	12	1.0	10	-2	-21
CN1CCN(NC(=O)CN2C(=O)S/C(=C\c3c(Cl)cccc3Cl)C2=O)CC1	8	0	-6	-12	-5	3	2	-1.1	13	1	-1
O=[N+]([O-])c1cccc(-c2cc3cccc[n+]3cc2-c2cccc([N+](=O)[O-])c2)c1	-11	-2	-2	-6	3	1	6	-1.3	6	10	7
O=C(CSc1nc2ccccc2c(=O)[nH]1)c1cccs1	-6	-6	nt	-19	-4	1	0	-2.8	-78	33	-5
COc1ccc(-n2c(=O)c3c4c(sc3n(CC(=O)NCC3CCCO3)c2=O)CCCC4)c(OC)c1 (stereo unspecified)	3	1	-5	9	2	-1	11	-0.3	20	-3	-6
COc1ccc(-c2cc(C(F)(F)F)nc(SCCC(=O)N3CCN4CCCC4C3)n2)cc1 (stereo unspecified)	12	-6	0	17	-2	-1	10	-1.3	5	6	-8
CCOc1ccc(NC(=S)NCCCN2CCN(C3CCCCC3)CC2)cc1	4	-3	-5	-20	-3	4	-10	-2.4	12	2	10
CNC(=O)C[C@H]1C(=O)N(C2CCCCC2)C[C@@H]1CSC	6	3	-3	-9	20	nt	1	0.4	-3	21	nt
O=C(Nc1cccc2ccccc12)N(CCO)C1CCS(=O)(=O)C1 (stereo unspecified)	-19	2	-7	-2	10	-4	4	0.6	5	-2	6
Oc1ccc(N=Nc2ccccc2)cc1	-36	-3	-15	-59	-7	-2	-354	-0.1	-313	-8	-121
COc1ccc(N/C=C(\C#N)S(=O)(=O)c2ccc(Cl)cc2)c(OC)c1	-8	2	-19	-14	0	-2	11	-0.7	14	-6	-7
OC[C@@H]1CN(Cc2cccs2)C[C@H](n2cnc3c(NCc4ccncc4)ncnc32)O1	8	1	19	-6	6	nt	21	0.6	4	7	nt
COc1ccccc1C1C(C(N)=O)=C(C)Nc2ncnn21 (stereo unspecified)	-2	-2	-6	-10	-6	-1	6	4.3	19	2	4
Cc1cccc2cc(C(c3nnnn3Cc3ccc4c(c3)OCO4)N3CCCC3)c(=O)[nH]c12 (stereo unspecified)	10	0	-6	-27	10	2	11	-0.1	15	-1	6
O=C(Nc1ccc2c(c1)OCO2)N1CCN(Cc2ccco2)CC1	-39	0	-7	-54	-10	0	-90	-4.4	-87	-33	-10
Clc1cccc(Cc2c(-c3ccco3)nc3ccc(Cl)cn23)c1	-7	-6	-7	3	nt	nt	-11	-3.5	18	-4	nt
O=C(COC(=O)CCC1CCCC1)Nc1nc2c(F)c(F)c(F)cc2s1	-4	5	-3	-20	-17	6	0	-2.4	-9	-6	19
CC(=O)COC(=O)c1ccc2noc(-c3ccccc3)c2c1	-23	2	-4	-96	-11	3	-123	-0.3	-170	1	0
CCN1CCN(c2cc(C)c3cc(NC(=O)CCC(=O)Nc4ccc(OC)cc4OC)ccc3n2)CC1	-29	-4	-4	10	-1	4	4	-0.3	-26	-1	1
Cc1onc(-c2ccccc2)c1C(=O)N1CCN(c2ncccc2C(F)(F)F)CC1	12	1	-5	-21	1	0	23	0.9	1	-3	9
CCCn1nc(C(=O)N2CCCc3ccccc32)c2ccccc2c1=O	-19	-4	-5	5	6	2	32	-0.8	18	-6	12
COc1c(C)cc(C(O)c2ncc(-c3ccccc3)[nH]2)cc1C (stereo unspecified)	-6	2	-9	17	12	nt	23	0.6	16	-4	nt
COc1ccccc1[C@@H]1C(c2cccc(C)c2)=NN(c2ccc(Br)cc2)[C@H]1C(=O)N1CCOC1=O	-11	0	-7	14	-10	nt	-1	-0.8	11	4	3
NS(=O)(=O)c1ccc(CCNC(=O)c2coc3ccccc3c2=O)cc1	10	-1	-8	3	11	3	-3	-0.4	12	-1	12
OC1(CNCc2cn[nH]c2-c2cc3ccccc3o2)CCCCC1	4	-1	-5	-32	3	2	-3	2.4	23	0	3

In the list so far, 2 have an aryl thioether with sulfur outside any ring:
Structure	Shn3 inh set2	m5-HT2A agonist	CaV13 ICDI inh	NR2E3 ag-1	PDI inh	NR2E3 ag-2	Peg3 prom inh	hiPSC survival	HIF-2a block	Cardio protect	TRPM1 prom inh
O=C(CSc1nc2ccccc2c(=O)[nH]1)c1cccs1	-6	-6	nt	-19	-4	1	0	-2.8	-78	33	-5
COc1ccc(-c2cc(C(F)(F)F)nc(SCCC(=O)N3CCN4CCCC4C3)n2)cc1 (stereo unspecified)	12	-6	0	17	-2	-1	10	-1.3	5	6	-8

Continued:
Structure	Shn3 inh set2	m5-HT2A agonist	CaV13 ICDI inh	NR2E3 ag-1	PDI inh	NR2E3 ag-2	Peg3 prom inh	hiPSC survival	HIF-2a block	Cardio protect	TRPM1 prom inh
O=C1CNC(=O)/C(=C/c2cccs2)N1	-36	0	-5	-19	-3	2	-60	0.2	-85	-6	-33
O=c1c2cc([N+](=O)[O-])ccc2nc(CN2CCN(c3ccccn3)CC2)n1-c1ccccc1F	25	-2	-6	-31	-4	0	6	0.1	16	-3	19
COc1cc(/C=N/NC(=O)c2cccc([N+](=O)[O-])c2)ccc1O	-14	1	-8	4	1	1	-7	0.0	5	8	5
CC(C)(C)c1ccc(C(=O)NCC(=O)N/N=C/c2cccs2)cc1	0	-3	-16	0	-5	-2	-22	-0.6	-14	-3	0
COc1ccc2nc(/N=C/c3c(C)[nH]n(-c4ccc(C)cc4)c3=O)sc2c1	-20	0	-5	-23	2	0	-28	-1.0	-82	-9	-2
Cc1ccc(NC(=S)N2CCN(Cc3ccccc3)CC2)cc1	-3	-3	0	-56	-17	-1	-37	-0.9	-62	-8	-15
CCOC(=O)N1CCN(C(=O)CSc2ccc(-c3ccc(OC)c(OC)c3)nn2)CC1	15	1	-6	-9	3	-2	-7	-0.6	-7	-4	-8
O=C(CN(C(=O)CCC(=O)Nc1nccs1)c1cccc(C(F)(F)F)c1)NCC1CCCO1 (stereo unspecified)	-3	-13	-2	-10	-6	4	6	1.2	0	-2	nt
O=C(CSCc1ccc(Cl)cc1)N1CCOCC1	-5	0	-3	-26	-7	0	-52	-0.1	-88	7	-5
CCn1c(CNc2ccccc2Cl)nnc1SCCN1CCCCC1	4	-7	-4	13	11	2	14	0.6	6	0	17
COc1ccc(CCNC(=O)CCNC(=O)c2ccc([N+](=O)[O-])cc2)cc1	-10	9	-5	-16	4	-3	0	0.6	7	-2	4
O=C(COC(=O)C1CCC1)Nc1ccccc1Sc1ccccc1	0	1	-5	-6	3	5	3	2.9	19	1	8
CN(C(=O)c1ccc(NC(=O)Cc2cccc(NC(=O)C3CCCN(C(=O)C4CCC4)C3)c2)cc1)C1CC1 (stereo unspecified)	15	-3	-6	-2	3	nt	-61	-1.6	-45	-18	-11
COc1ccc(CCNC(=O)c2cnn3ccccc23)c(OC)c1OC	8	-7	-5	-37	5	1	-14	0.2	-34	18	nt
CCOc1ccccc1C(=O)NCC(=O)O	-9	2	nt	-15	nt	2	9	-2.8	8	0	4
c1ccc(-c2cc(-c3nnc4n3N=C(c3ccc5ccccc5c3)CS4)[nH]n2)cc1	11	4	-7	-13	-4	-2	20	1.0	-49	-24	-23
Cc1ccc(S(=O)(=O)N2CCN(c3ncnc4c3cnn4-c3ccccc3)CC2)cc1	22	3	nt	4	1	0	2	3.9	18	-13	-12
O=C(O)Cn1cc(C(=O)c2ccco2)c2ccccc21	2	5	-4	-1	7	1	13	1.2	16	-5	-2
Cc1ccc(NC(=O)CSc2nc(=O)n(CCN(C)C)c3c2CCCC3)c(C)c1	12	-6	-6	-6	-2	1	-4	-0.3	8	-1	-5
Cc1cc([N+](=O)[O-])cc2c1-c1ncccc1C2=Nc1ccccc1	1	4	-8	23	-22	-2	7	-1.0	-1	1	2
O=C(Nc1ccn(CCCNCc2ccccn2)c(=O)n1)OCc1ccccc1	0	-1	-6	-23	13	nt	1	1.1	9	-1	-2
COc1ccccc1N1CCN(CCCNC(=O)C2CCCN(c3ncnc4c3nc3n4CCCCC3)C2)CC1 (stereo unspecified)	30	-7	-7	5	1	-2	15	-0.7	13	6	-10
Cc1c(NC2=CC(=O)CC(C)(C)C2)c(=O)n(-c2ccccc2)n1C	-22	2	-1	0	3	-1	12	-0.6	12	11	-6
COc1cccc(CNCCSc2nnnn2C)c1OC	10	0	-7	5	2	1	-30	4.4	2	3	10
